High-throughput results from PubChem.
dFosB activator: enhances mouse delta FosB homodimer DNA binding. P13346. activation, % at 25 µM. 340,000 compounds, 0.99% hits. purified delta FosB, TAMRA-CDK5 oligo fluorescence polarization; percent of positive-control signal above neutral wells;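 active = mean activation above about 17%, with every replicate also reaching it, limit read from the data, passing the limit was not always enough; inconclusive = only one of the two conditions met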;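 note: fluorescence polarization rise as delta FosB binds a TAMRA Cdk5 AP-1 oligo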
SR-BI uptake up: activators of SR-BI mediated HDL lipid uptake | activation, % at 12.5 µM | 320,000 compounds, 0.096% hits | CHO ldlA[mSR-BI] cells, DiI-HDL uptake fluorescence, 3 h; 100 = double the neutral-control signal;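 active = mean replicate activation of at least 60% and every replicate at or above 60%; inconclusive = mean or all-replicate condition met, but not both; inactive = mean below 60% and not all replicates reaching 60%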;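 note: 0% = median plate neutral-control signal and 100% = twice that signal; values of inactives mirror those of a sister screen read the other way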
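Test system: SR-BI-overexpressing, LDLR-lacking CHO cells; Also added: labelled HDL, 10 µg/mL; Measured by: bottom-read cell fluorescence after medium removal, ex 550/em 595 nm; Timing: 3 h uptake period with compound, 37 °C; Buffer or medium: F12, 0.5% BSA, 25 mM HEPES; Doses: single compound concentration, delivered by pin transfer.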
PKA-R2B activ: activates the human PKA-R2B holoenzyme complex. P22694+P31323. PKA-R2B holoenzyme dissociation, Cy5-IP20 fluorescence polarization; R2B truncated from residue 108, S112A mutant; 0% DMSO only, 100% 113 µM cGMP. activation, % at 11.4 µM. 340,000 compounds, 0.079% hits. AID 504700;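 active = activation above a cutoff set at the mean over all compounds plus 3 SD, cut at about 18% in these data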;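 note: higher means more holoenzyme dissociation and a rise in polarization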
Target sequence (P31323 whole entry, looked up, other chains not shown, the tested form may be a part): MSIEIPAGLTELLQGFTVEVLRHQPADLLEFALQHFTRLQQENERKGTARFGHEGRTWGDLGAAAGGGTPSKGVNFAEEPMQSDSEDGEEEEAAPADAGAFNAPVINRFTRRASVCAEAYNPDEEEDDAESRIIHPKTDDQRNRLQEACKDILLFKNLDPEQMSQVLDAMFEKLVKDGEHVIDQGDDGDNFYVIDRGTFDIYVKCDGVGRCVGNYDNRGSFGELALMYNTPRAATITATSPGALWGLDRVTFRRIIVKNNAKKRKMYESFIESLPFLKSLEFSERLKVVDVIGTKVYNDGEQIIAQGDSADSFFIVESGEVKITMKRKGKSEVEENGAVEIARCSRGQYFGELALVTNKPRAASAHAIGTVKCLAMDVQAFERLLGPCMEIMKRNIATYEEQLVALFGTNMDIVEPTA
Arr AP2 block: human beta-arrestin and AP2 interaction inhibition; FITC-arrestin peptide / GST-AP2 beads, flow cytometry; AP2 beta2 appendage carries R879A mutation; inhibition, % at 10 µM; 340,000 compounds, 0.31% hits; AID 504490;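 active = inhibition above a set limit, near 3 SD of compounds lacking own fluorescence, cut at about 54% in these data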;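 note: plate controls were DMSO wells for no effect and 5 µM unlabelled arrestin peptide for full effect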
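Test system: GST-tagged AP2 beta2-adaptin appendage (R879A) on 4 µm glutathione beads; also added: fluorescein-tagged arrestin peptide at 50 nM final; timing: 12 min plus 1 h, RT; signal: flow cytometry, FL1 (488/535 nm); read-out: percent drop in bead-associated FITC signal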
MITF TRPM1 HTS: MITF TRPM1 promoter activation in melanoma cells. AID 588334. SK-MEL-5 TRPM1-promoter luciferase, 24 h; % of positive control, neutral wells = 0. activation, % at 12.5 µM. 300,000 compounds, 0.75% hits;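 active = mean activation of at least 80% with every replicate also reaching 80%; inconclusive = mean reaches 80% but some replicate falls short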;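 note: 0% = neutral control wells and 100% = parthenolide positive control wells; values of inactives mirror those of a sister screen read the other way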
Mot1-301 SUMO: SUMOylation pathway inhibition by Mot1-301 growth rescue; S. cerevisiae Mot1-301 growth rescue, ATP luminescence, 38.5C; percent above DMSO median, 100 means doubled; growth rescue, % at 18.8 µM; 320,000 compounds, 1% hits;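 active = every valid replicate shows activation above 250% relative to neutral control wells; inactive = the rest, any valid replicate at or below 250%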;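 note: OY570 slx delta 5 strain wells were the positive control but not used for scaling; some compounds called inactive have numbers as strong as hits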
CDK5 p35 inh: CDK5/p35 (human) kinase inhibition. Q00535+Q15078. Recombinant CDK5/p35, ADP-Glo luminescence, 60 min. inhibition, % at 10 µM. 330,000 compounds, 0.01% hits. AID 488839;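 active = highest replicate inhibition of at least 50% and at least 75% of replicates reaching 50%; inconclusive = only one of the two criteria met; inactive = both criteria failed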;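 note: plate controls were DMSO neutral control for no effect and GW8510 at 10 µM for full effect; many of its hits are not listed in these tables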
Target sequence (Q00535 whole entry, looked up): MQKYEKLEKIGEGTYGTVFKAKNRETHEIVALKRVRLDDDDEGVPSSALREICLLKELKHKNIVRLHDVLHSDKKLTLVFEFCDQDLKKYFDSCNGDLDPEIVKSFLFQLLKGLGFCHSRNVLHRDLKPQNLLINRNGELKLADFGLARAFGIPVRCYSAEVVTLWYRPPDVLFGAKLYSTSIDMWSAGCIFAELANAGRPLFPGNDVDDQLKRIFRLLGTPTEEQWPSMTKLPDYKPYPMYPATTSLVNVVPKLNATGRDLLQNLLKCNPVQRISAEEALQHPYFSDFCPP
Target sequence (Q15078 whole entry, looked up): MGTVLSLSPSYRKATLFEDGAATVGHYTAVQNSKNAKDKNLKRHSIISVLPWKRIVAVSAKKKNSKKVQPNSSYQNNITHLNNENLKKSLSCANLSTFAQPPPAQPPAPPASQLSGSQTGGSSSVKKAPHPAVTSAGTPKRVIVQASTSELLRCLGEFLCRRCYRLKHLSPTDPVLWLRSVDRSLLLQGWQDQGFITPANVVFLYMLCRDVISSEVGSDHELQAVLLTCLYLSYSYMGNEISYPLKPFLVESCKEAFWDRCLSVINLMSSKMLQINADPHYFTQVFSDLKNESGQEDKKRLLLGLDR
NSD2 inh: blocks human histone methyltransferase NSD2. AID 743445. inhibition, % at 12.5 µM. 310,000 compounds, 0.54% hits. O96028. NSD2 peptide methylation, AlphaScreen, 120 min; in the data active = inhibition above about 50%
PKA-R1A act: activators of PKA-R1A complex; P00514+P68181; PKA-R1A dissociation, Cy5-IP20 fluorescence polarization; scaled: DMSO 0%, 113 µM cGMP 100%; activation, % at 11.4 µM; 340,000 compounds, 0.083% hits; AID 504707;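 active = percent activation above the mean of all tested compounds plus 3 SD, cut at about 19% in these data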;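 note: higher means more PKAc released from R1A so a rise in polarization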
SR-BI HDL uptake: inhibitors of mouse SR-BI mediated HDL lipid uptake | ldlA[mSR-BI] CHO cells, DiI-HDL uptake fluorescence, 3 h | inhibition, % at 12.5 µM | 320,000 compounds, 0.96% hits;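 active = mean replicate inhibition of at least 70% and a set share of replicates each scoring 70 or more; inconclusive = meets just one of the two criteria; inactive = fails both criteria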;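 note: 0% = median of neutral control wells and 100% = median of positive control wells; values of inactives mirror those of a sister screen read the other way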
DSG3 Ab inh: blocks pemphigus antibody binding to human desmoglein-3. DSG3-coupled beads, scFv-anti-DSG3-GFP binding, flow cytometry; active compounds read low. 310,000 compounds, 0.48% hits. binding (percent of control), % at 10 µM. AID 588358. P32926;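 active = binding more than 3 SD below its plate's average and above zero; inconclusive = below that plate limit but binding exactly zero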;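 note: hits lower antibody fragment binding to DSG3; some compounds called inactive have numbers as strong as hits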
Starred values were filed as active, the others as inactive; ? = inconclusive; . = no result given.

SMILES | dFosB activator | SR-BI uptake up | PKA-R2B activ | Arr AP2 block | MITF TRPM1 HTS | Mot1-301 SUMO | CDK5 p35 inh | NSD2 inh | PKA-R1A act | SR-BI HDL uptake | DSG3 Ab inh
CC(C)c1ccc(CNC(=O)C(=O)NCC2CCCO2)cc1 (configuration not stated) | -9 | 21 | 0 | 5 | 9 | -2 | -0.1 | . | 0 | -20 | 104
Cc1ccc(NC(=O)c2ccc(NCCCN3CCC(C)CC3)c([N+](=O)[O-])c2)cc1F | -3 | -13 | -3 | 36 | -20 | 67 | 0.2 | -2 | -2 | 13 | 105
COc1ccccc1-n1c(=S)[nH]c2c(sc(=S)n2-c2ccc(C)cc2C)c1=O | -10 | 17 | 10 | -15 | -13 | 240 | -0.4 | . | 10 | -17 | 98
C=CCc1cc(/C=C2/NC(=S)NC2=O)cc(OC)c1O | -7 | -1 | 4 | 34 | -9 | 0 | -0.1 | 0 | -3 | 1 | 105
O=C(CCNS(=O)(=O)c1ccc(OC(F)(F)F)cc1)NCCc1c[nH]c2ccccc12 | -10 | -16 | -2 | 1 | -16 | 1 | 0.3 | . | -1 | 16 | 109
O=C(CN1C(=O)c2ccccc2S1(=O)=O)Nc1ccccc1 | 0 | 30 | 3 | 3 | 3 | 96 | 0.9 | 0 | -12 | -8 | 102
Cc1cc(-c2n[nH]c(=S)n2/N=C/c2ccccc2[N+](=O)[O-])n[nH]1 | -4 | 30 | 3 | 12 | -10 | 1 | 2.0 | 0 | 9 | -30 | 93
CCC(=O)N1CCN(c2ccccc2NC(=O)COc2ccccc2Cl)CC1 | -11 | -20 | 4 | 3 | -6 | -9 | 0.9 | 0 | 7 | 20 | 103
Cn1nc(C(F)(F)F)c(C(=O)Nc2ccc(F)cc2F)c1Sc1ccc(Cl)cc1 | 3 | -5 | -7 | 8 | . | -11 | -1.0 | 1 | -8 | 5 | .
COc1ccc(-c2noc(-c3ccc4c(c3)OCO4)n2)cc1 | 1 | 22 | -3 | 1 | 87* | -13 | . | -1 | 1 | -22 | .
Cc1cc(NC(=O)CSc2nc(C)c(C)n2CC(C)C)no1 | -7 | 1 | 4 | -13 | -5 | 6 | 11 | 2 | 6 | -1 | 103
CCCCNC(=S)N(C)/N=C/c1ccc(OCC(=O)Nc2c(C)cc(C)cc2C)c(OC)c1 | 0 | -62 | -2 | -1 | -6 | 2 | 3.1 | 2 | -18 | 62 | 98
Nc1ccc(N=Nc2ccc(O)cc2)c(N)n1 | -4 | -14 | -7 | 10 | 72 | . | 8.0 | 18 | 3 | 14 | 107
CN(C)c1cc[n+](CCC(=O)Nc2cccc([N+](=O)[O-])c2N)cc1 | -2 | 27 | 10 | 6 | 14 | -23 | 0.4 | 3 | 2 | -27 | 99
COc1cccc(NC(=O)N2CCC(NC(=O)C(Cc3cccc(C)c3)NC(C)=O)CC2)c1 (configuration not stated) | -9 | 11 | 1 | -16 | -2 | -16 | -4.9 | 1 | -11 | -11 | 111
CCC(=O)N(CCN1CCOCC1)Cc1cc2cc3c(cc2nc1Cl)OCO3 | -4 | 8 | 3 | 14 | 6 | -11 | 1.0 | 2 | -7 | -8 | 90
COc1cc2c(c(OCC(=O)NC(C)C)c1)C(=O)O[C@@H](C)CCCC(=O)CCCCC2 | -13 | -4 | -1 | 36 | -5 | 12 | -0.4 | -3 | 4 | 4 | 102
O=C(C1=C[C@H](c2csc3ccccc23)C[C@H](OCCCCO)O1)N1CCOCC1 | -3 | 2 | -6 | 7 | 5 | 25 | -0.6 | . | 9 | -2 | 102
CC(C)[N+](C)(CCOC(=O)C1c2ccccc2Oc2ccccc21)C(C)C | -3 | 7 | 2 | -5 | 0 | 948 | 0.1 | . | 3 | -7 | 112
O=C(CCCCCNc1nc(=S)[nH]c2ccccc12)NCCC1=CCCCC1 | ? | 2 | 0 | -11 | -18 | -12 | -2.8 | -1 | 0 | -2 | 102
COC(=O)[C@@H]1C[C@@]2(O)[C@@H](O)[C@@H](O)[C@@H](O)C[C@H]2N1Cc1ccc(C(F)(F)F)cc1 | 2 | 18 | -1 | -7 | -8 | -9 | 2.4 | . | -5 | -18 | 108
CN(C(=O)COC(=O)c1ccccc1Cc1ccccc1)C1CCS(=O)(=O)C1 (configuration not stated) | -6 | -22 | -3 | -8 | 9 | -9 | 0.7 | 0 | -7 | 22 | 104
O=C1Nc2ccc(Br)cc2C12NNc1ccccc1O2 (configuration not stated) | -1 | -90 | 4 | 0 | -15 | 309* | 2.1 | . | -8 | 90* | 119
Cc1ccc(C)c(C2C(C#N)=C(N)Oc3cc(C)oc(=O)c32)c1 (configuration not stated) | 8 | 16 | -1 | 28 | 2 | 15 | 4.6 | 0 | 0 | -16 | 108
CCC(=O)NC(NC(=S)Nc1cccc2cccnc12)C(Cl)(Cl)Cl (configuration not stated) | -5 | -37 | -6 | 6 | -14 | 29 | -2.7 | 3 | -1 | 37 | 82
CS(=O)(=O)c1ccccc1C(=O)N(CCC1=CCCCC1)c1c(N)n(Cc2ccccc2)c(=O)[nH]c1=O | -11 | -53 | 7 | -3 | 4 | -9 | 0.8 | -1 | 6 | 53 | 100
OCC1(Cc2ccccc2)CCN(Cc2cc3ccccc3o2)CC1 | -4 | 16 | 12 | -1 | 12 | . | -1.3 | -2 | -2 | -16 | 103
COc1ccc(/C=C/C(=O)OCC(=O)Nc2ccc3[nH]c(=O)[nH]c3c2)cc1OC | 3 | -17 | -10 | -2 | -4 | -7 | -1.9 | -1 | -15 | 17 | 106
Cc1ccc(C(=O)NC(=S)Nc2ccc3[nH]c(=O)[nH]c3c2)c(C)c1 | 28* | -3 | 1 | 6 | -8 | -2 | -0.7 | -1 | 1 | 3 | 96
Cc1ccc(NC2=C(Cl)C(=O)OC2OC(C)C)c(C)c1 (configuration not stated) | -4 | -9 | -4 | 3 | -9 | -29 | -1.3 | 0 | 4 | 9 | 97
NS(=O)(=O)c1cccc(NC(=O)COC(=O)C2CCCCC2)c1 | -10 | 1 | 5 | -11 | -4 | -1 | -0.1 | 0 | -3 | -1 | 106
CC(=O)c1ccc(C(=O)N(CCN(C)C)c2nc3c(Cl)cccc3s2)cc1 | 2 | -7 | 2 | 31 | 6 | 0 | -1.8 | 9 | -6 | 7 | 88
O=C(COC(=O)c1cccnc1)Nc1ccc(F)cc1 | -5 | 21 | -4 | -6 | 5 | -6 | 0.0 | -8 | -6 | -21 | .
O=C(NC1CCCCC1)C(c1ccc(F)cc1)N(CCc1ccccc1)C(=O)CN1C(=O)c2ccccc2S1(=O)=O (configuration not stated) | -4 | 19 | -11 | 8 | -63 | -1 | 1.4 | -1 | -3 | -19 | 100
Nn1c(SCc2cccc(Cl)c2)nnc1-c1ccncc1 | 5 | 12 | -6 | -18 | . | 4 | 0.5 | -4 | 7 | -12 | 108
N#Cc1cccc(OCC(=O)NC(=O)NCc2ccccc2)c1 | -3 | -14 | 3 | 7 | -12 | 5 | -1.7 | 0 | 4 | 14 | 98

Limited to PKA-R1A act and MITF TRPM1 HTS (three entries from above):
Molecule	PKA-R1A act	MITF TRPM1 HTS
COc1ccc(-c2noc(-c3ccc4c(c3)OCO4)n2)cc1	1	87*
Cc1cc(NC(=O)CSc2nc(C)c(C)n2CC(C)C)no1	6	-5
CCCCNC(=S)N(C)/N=C/c1ccc(OCC(=O)Nc2c(C)cc(C)cc2C)c(OC)c1	-18	-6

(next part)
SMILES | dFosB activator | SR-BI uptake up | PKA-R2B activ | Arr AP2 block | MITF TRPM1 HTS | Mot1-301 SUMO | CDK5 p35 inh | NSD2 inh | PKA-R1A act | SR-BI HDL uptake | DSG3 Ab inh
COC(=O)c1c(C)oc(C)c1S(=O)(=O)Nc1ccccc1 | -6 | -15 | 1 | 12 | 6 | 8 | 0.1 | 0 | -4 | 15 | 110
CN(C)c1ccc(C(=O)NC2(N3CCC3=O)CCCC2)cc1 | -3 | 15 | -5 | 17 | 14 | -8 | 2.8 | 4 | 11 | -15 | 96
O=C(CN(C1CCCCC1)S(=O)(=O)c1ccc(F)cc1)Nc1ccc2c(c1)OCO2 | -7 | . | -2 | 9 | . | 19 | -0.4 | 0 | -8 | . | .
O=C(CC(c1ccc(F)cc1)c1ccco1)N1CCCC1 (configuration not stated) | -6 | 16 | -5 | 4 | 0 | -5 | -1.5 | 0 | -5 | -16 | 101
CCOc1ccc(CC(=O)C2C(=O)CCCC2=O)cc1OCC | 5 | 32 | 7 | 23 | -2 | 142 | -1.7 | . | -2 | -32 | 105
C=CCc1cccc(C=Nc2cccn3cc(-c4ccccc4)nc23)c1O | -5 | -14 | 5 | 35 | 44 | -12 | 0.8 | 2 | -2 | 14 | 102
Cc1nn(-c2ccccc2)c(C)c1C(=O)NCc1ccccc1F | -4 | . | -5 | -10 | -3 | 69 | -0.7 | -1 | -4 | . | 111
CC1CCN(S(=O)(=O)c2ccc(NC(=O)C3CSC4(C)CCC(=O)N34)cc2)CC1 (configuration not stated) | -11 | -3 | -3 | -17 | -14 | -3 | -0.7 | -3 | -2 | 3 | 104
COc1ccc(N2CCC(CNC(=S)Nc3cccc(C)c3)C2)cc1 (configuration not stated) | 8 | -34 | -6 | 14 | -5 | 24 | 1.3 | 3 | -20 | 34 | 90
COc1ccc2cc(C(=O)N3CCc4ccccc43)[nH]c2c1 | 0 | -54 | 10 | 18 | 39 | 3 | -3.3 | 0 | -2 | 54 | 106
CN=C1C=C/C(=N/N=c2\ccn(O)cc2C)C=C1C | 9 | 7 | -4 | -5 | 8 | -5 | 5.0 | 26 | 2 | -7 | 102
COc1ccc(C(=O)NCc2c(CC(C)C)oc(C)c2C(=O)O)cc1 | -1 | 10 | -10 | 2 | -13 | 14 | -0.1 | -1 | -9 | -10 | 110
